Source: PubChem (National Center for Advancing Translational Sciences (NCATS))
Pol eta inh: qHTS for Inhibitors of Polymerase Eta. DNA polymerase eta (Homo sapiens), Q9Y253. Potency, µM (highest dose often 114 µM), inactives show at the highest dose activity change, negative = inhibition, usual class: inhibitors. AID 588591, 2011. recombinant Pol eta, fluorescent DNA replication assay. 1.2% of 390,000 active; note: potency is the fitted concentration of half-maximal effect; % is set by controls: 0 for no effect and ±100 for the full control effect
Target sequence (Q9Y253 whole entry, looked up): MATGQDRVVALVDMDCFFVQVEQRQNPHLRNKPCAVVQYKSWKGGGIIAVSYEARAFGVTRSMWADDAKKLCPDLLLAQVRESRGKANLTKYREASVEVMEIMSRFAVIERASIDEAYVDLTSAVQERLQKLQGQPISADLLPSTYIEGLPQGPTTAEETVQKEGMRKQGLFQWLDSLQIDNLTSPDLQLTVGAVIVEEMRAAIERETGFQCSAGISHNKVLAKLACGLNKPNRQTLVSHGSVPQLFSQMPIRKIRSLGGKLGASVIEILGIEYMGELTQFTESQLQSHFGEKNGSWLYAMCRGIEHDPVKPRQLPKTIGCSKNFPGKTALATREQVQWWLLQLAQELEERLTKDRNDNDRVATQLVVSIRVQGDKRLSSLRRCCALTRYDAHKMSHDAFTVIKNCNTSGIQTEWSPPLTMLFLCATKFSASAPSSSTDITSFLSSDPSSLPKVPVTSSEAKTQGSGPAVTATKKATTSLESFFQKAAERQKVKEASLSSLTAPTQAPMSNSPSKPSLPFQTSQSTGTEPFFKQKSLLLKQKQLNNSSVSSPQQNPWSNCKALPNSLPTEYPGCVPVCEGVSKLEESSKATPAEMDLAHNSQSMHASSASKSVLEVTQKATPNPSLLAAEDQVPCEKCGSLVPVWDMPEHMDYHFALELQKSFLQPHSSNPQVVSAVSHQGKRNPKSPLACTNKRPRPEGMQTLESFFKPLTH
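Fluorescent replication assay: 50 nM final substrate added after a 15 min room-temperature compound preincubation with 10 nM enzyme. Signal taken at 0 min and again at 10 min.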
Pol iota inh: qHTS for Inhibitors of Polymerase Iota; DNA polymerase iota (Homo sapiens), Q9UNA4; Pol iota fluorescent replication assay, 10 min; Potency, µM (titrated, usually from 115 µM), inactives show top-dose activity, negative = inhibition, most hits filed as inhibitors; 1% of 390,000 active; note: potency is the fitted concentration of half-maximal effect
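Pol iota at 10 nM preincubated 15 min with compounds at room temperature; reaction started with fluorescent substrate, 50 nM final. Fluorescence read kinetically at 0 and 10 min; buffer-only wells as negative control.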
POLB inh: qHTS Assay for Inhibitors of DNA Polymerase Beta | P06746 | Pol beta primer extension/strand displacement, fluorescence kinetic | Potency, µM (series often up to 114 µM), for inactives: at the top dose activity change, negative = inhibition, usual class: inhibitors | 1.3% of 340,000 active | AID 485314, 2010; note: potency is the fitted concentration of half-maximal effect; % is set by controls: 0 for no effect and ±100 for the full control effect
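Human Pol beta at 10 nM; strand-displacement substrate 50 nM final. Compound exposure 15 min at room temperature before start, reaction 10 min at room temperature.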
Apoferritin bind: qHTS Assay for Identification of Novel General Anesthetics; 0.074% of 350,000 active; Potency, µM (series often up to 77.5 µM), for the others: at the highest dose activity change, negative = displacement, hits mostly inhibitors; AID 485281, 2010; apoferritin/1-aminoanthracene competitive binding, fluorescence; note: potency is the fitted concentration of half-maximal effect; % is set by controls: 0 for no effect and ±100 for the full control effect; nearly all actives have a fitted effect of over 20% in size
Target sequence (P02791 2-175 limits assumed): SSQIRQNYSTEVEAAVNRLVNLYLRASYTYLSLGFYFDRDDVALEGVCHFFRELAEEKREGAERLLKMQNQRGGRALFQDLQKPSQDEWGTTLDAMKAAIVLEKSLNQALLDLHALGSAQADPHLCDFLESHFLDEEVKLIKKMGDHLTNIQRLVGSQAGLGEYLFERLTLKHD
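Probe: 1-aminoanthracene (50% saturated, PBS). Protein: horse-spleen apoferritin, 10 uM. Incubation: 10 min, room temperature. Detection: 380 nm excitation, 535 nm emission. Analysis: normalized response, four-parameter Hill.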
APE1 inh: qHTS Assay for Inhibitors of the Human Apurinic/apyrimidinic Endonuclease 1 (APE1) | DNA repair nuclease/redox regulator APEX1 (Homo sapiens), P27695 | recombinant APE1, TAMRA/BHQ-2 abasic DNA cleavage fluorescence | Potency, µM (doses to about 65.8 µM), without a hit: at the top dose activity change, negative = inhibition, usual class: inhibitors | 0.35% of 350,000 active | AID 2517, 2012;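 note: potency is the fitted concentration of half-maximal effect; plate controls were vehicle for no effect and reference inhibitor for full effect; nearly all actives have a fitted effect of over 55% in size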
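0.75 nM APE1 + cpd, 15 min RT; start w/ 50 nM TAMRA/BHQ-2 THF-abasic dsDNA; kinetic fluor 525/598 nm ×3 reads @60 s; Δ(read3−read1); normalized to DMSO and NSC13755 control wells.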
POLK inh: qHTS for Inhibitors of Polymerase Kappa; purified Pol kappa, fluorescent DNA synthesis assay, 10 min; 0.53% of 400,000 active; DNA polymerase kappa (Homo sapiens), Q9UBT6; AID 588579, 2011; Potency, µM (titrated, usually from 107 µM), for inactives: top-dose activity, negative = inhibition, hits mostly inhibitors; note: potency is the fitted concentration of half-maximal effect; % is set by controls: 0 for no effect and ±100 for the full control effect
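10 nM Pol kappa was preincubated with compounds for 15 min at room temperature. Reaction started with 50 nM (final) substrate. Fluorescence read kinetically at 0 and 10 min.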
Glioma ERSR ind: qHTS for Inducers of the Endoplasmic Reticulum Stress Response (ERSR) in Human Glioma: qHTS; U87-MG GRP78 promoter luciferase reporter, 16 h; Potency, µM, for the others: at the highest dose activation, most hits filed as activators; 0.02% of 420,000 active; AID 602332, 2012; note: potency is the fitted concentration of half-maximal effect; series mostly up to about 76 µM; % of control where 0% means no effect; nearly all actives have a fitted effect of over 35% in size
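Stably transfected U87-MG glioma cells carrying a GRP78-based luciferase sensor; 16 h compound incubation. Luminescence end-point read 10 min after Bright-Glo addition at room temperature.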
LDHA block: qHTS assay for inhibitors of human lactate dehydrogenase; L-lactate dehydrogenase A chain (Homo sapiens), P00338; purified LDHA, NADH/diaphorase-resazurin fluorescence; hits give low values; activity change, % (values are at about 110 or 230 µM); 0.15% of 480,000 active; in the data active = activity change below about -30%; inconclusive = mostly about -25% to -30%;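 note: plate controls were DMSO wells for no effect and wells without enzyme for full effect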
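Remaining NADH was detected by diaphorase (0.133 mg/mL) converting 37 µM resazurin to fluorescent resorufin, read at 0 and 20 minutes. The preceding 5-minute room-temperature reaction used 2 nM LDHA, 0.2 mM sodium pyruvate and 0.06 mM NADH at pH 7.4.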
BLM inh: qHTS Assay for Inhibitors of Bloom's syndrome helicase (BLM) | 0.2% of 350,000 active | RecQ-like DNA helicase BLM (Homo sapiens), P54132 | recombinant BLM DNA unwinding, fluorescence dequenching | Potency, µM (doses to about 56.1 µM), inactives show at the highest dose activity change, negative = inhibition, most hits filed as inhibitors;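 note: potency is the fitted concentration of half-maximal effect; plate controls were vehicle for no effect and no enzyme for full effect; nearly all actives have a fitted effect of over 35% in size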
Active calls of the source: *; ? = inconclusive; . = not tested or not shown; & = joins results of further samples; [ ] = another dose, or the depositor's remark. Unless noted, calls come from the whole dose curve; as a rule, active = well fitted curve in the direction sought with a large enough effect; inconclusive = small, poorly fitted or top-dose-only effect, or another doubt; inactive = no such curve, though single readings can be large; an effect the other way counts as inactive or inconclusive.

SMILES	Pol eta inh	Pol iota inh	POLB inh	Apoferritin bind	APE1 inh	POLK inh	Glioma ERSR ind	LDHA block	BLM inh
Cc1ccc(-n2c(Cc3cccn3C)nnc2SCC(=O)N2CCc3ccccc32)cc1	-20%	-10%[58.9 µM]	30%	-18%	9%	-17%	-4%	-9	-17%
Cc1nc(CN(C)C(=O)c2cc(COc3c(F)cccc3F)on2)cs1	-14%	26%	-26%	-14%	-3%	5%	-4%	-4	-6%
CC(C)(C)OC(=O)C[C@H]1C/C=C\C[C@H](CC(=O)N(CCO)Cc2ccccc2)C(=O)N2CCC[C@H]2COC1=O	-3%	26%	.	.	0%	4%	-3%	-8	.
Cc1cccc(NC(=O)CCc2nc3sc4c(c3c(=O)[nH]2)CCCC4)c1	?	17%	.	.	51%[activator]	0%	2%	-1	.
Cc1cc(C)c2c(CC(=O)N(Cc3ccc(N(C)C)cc3)Cc3ccco3)coc2c1	-8%	4%	0%	82%[activator]	.	-5%	-4%	-3	-11%
O=C(NC(=S)Nc1cccc2cccnc12)c1cccs1	-3%	73%[activator]	-30%	-7%	4%	-19%	-1%	1	-2%
O=C(N=Nc1c(O)[nH]c2ccccc12)c1ccc(CN2CCOCC2)cc1	-21%	21%	4%	-7%	-2%	1%	4%	-3	-3%
Brc1ccc2nc(-c3cccs3)c(NCC3CCCO3)n2c1 (stereo unspecified)	4%	-4%	1%	-4%	-8%	2%	3%	1	4%
CN(C(=O)NCc1noc2ccccc12)c1cccc(Cl)c1	-17%	-16%	-2%	-10%	.	-23%	-4%	-9	0%
C=CCn1cc(C(=O)N2CCN(C)CC2)c(=O)c2cc(S(=O)(=O)N(CC)CC)ccc21	-11%	17%	20%	0%	27%	3%	0%	-4	-2%
COc1ccc(CNC(=O)c2cc3c(=O)[nH]c4ccccc4c3n2C)cc1	-11%	3%	-17%	-5%	6%	-9%	-4%	-5	3%
CC(=O)N1CCCc2cc(S(=O)(=O)N3CCCC3)ccc21	-5%	33%[activator]	56%	4%	2%	-1%	1%	-3	-3%
CSCC[C@H](NC(=O)COc1ccc(Cl)cc1)c1nc2ccccc2[nH]1	-21%	60%[activator]	2%	-3%	-2%	-12%	3%	3	0%
Nc1c(C(=O)Nc2ccc(S(=O)(=O)N3CCCC3)cc2)sc2nc3ccc(OC(F)(F)F)cc3cc12	40µM*	?	28µM*	?	?	-6%	?	-7	-16%
O=C(O)C1CCCCC1C(=O)NCc1cn2ccccc2n1 (stereo unspecified)	-18%	23%	14%	-2%	-2%	0%	1%	-2	2%
CON(C)c1nc(OCCNC(=O)OCc2ccc(Cl)cc2Cl)nc(N(C)C)n1	-8%	27%	28%	-16%	-5%	-15%	-3%	-8	3%
COc1cccc(CNC(=O)C2CCN(Cc3cc4ccccc4n3Cc3ccc(C)cc3)CC2)c1	-24%	19%	-26%	48%[activator]	.	-2%[60.1 µM]	-6%	2	-7%
COc1cccc(CN(C(=O)c2ccco2)C2CCS(=O)(=O)C2)c1 (stereo unspecified)	5%	21%	-3%	1%	-9%	-9%	4%	-5	-1%
CC(C)C(NC(=O)COc1ccc2ccccc2c1)C(=O)N/N=C/C=C/c1ccccc1 (stereo unspecified)	-14%	-7%	3%	-4%	-2%	-6%	0%	-22	-9%
OC(Cn1ccnc1)c1ccc(Cl)cc1Cl (stereo unspecified)	-7%	1%	-12%	-12%	11%	-6%	-2%	-8	0%
CC1CCCN(C(=O)c2ccc(S(=O)(=O)Nc3ccccc3Cl)cc2)C1 (stereo unspecified)	-3%	15%	5%	-12%	-4%	-12%	2%	-4&-1	-1%
C=CCSC1=N/C(=C\c2sccc2C)C(=O)S1	-11%	9%	-2%	-24%	-3%	-11%	0%	-1	-2%
CN(C)/C=N/C(=S)Nc1ccccc1	-13%	58%[activator]	-26%	-9%	3%	-3%	9%	-5	-2%
COc1ccc(NC(=O)CN2C(=O)NC3(CCCC3)C2=O)cc1S(=O)(=O)N1CCCCC1	-12%	0%	.	.	10%	-10%	-7%	-3	.
Cc1cc2nc(C)n3c4ccccc4nc3n2n1	-13%	14%	-3%	-9%	-5%	-12%	1%	-3	2%

Arranged by formula weight (lowest first): four of the compounds above.
SMILES	Pol eta inh	Pol iota inh	POLB inh	Apoferritin bind	APE1 inh	POLK inh	Glioma ERSR ind	LDHA block	BLM inh
C=CCSC1=N/C(=C\c2sccc2C)C(=O)S1	-11%	9%	-2%	-24%	-3%	-11%	0%	-1	-2%
Cc1cccc(NC(=O)CCc2nc3sc4c(c3c(=O)[nH]2)CCCC4)c1	?	17%	.	.	51%[activator]	0%	2%	-1	.
CC1CCCN(C(=O)c2ccc(S(=O)(=O)Nc3ccccc3Cl)cc2)C1 (stereo unspecified)	-3%	15%	5%	-12%	-4%	-12%	2%	-4&-1	-1%
COc1cccc(CNC(=O)C2CCN(Cc3cc4ccccc4n3Cc3ccc(C)cc3)CC2)c1	-24%	19%	-26%	48%[activator]	.	-2%[60.1 µM]	-6%	2	-7%

(next part)
SMILES	Pol eta inh	Pol iota inh	POLB inh	Apoferritin bind	APE1 inh	POLK inh	Glioma ERSR ind	LDHA block	BLM inh
Cc1c(C(=O)OC2CCCCCC2)[nH]c2c1C(=O)CC(c1ccc(Cl)cc1)C2 (stereo unspecified)	0%	35%[activator]	-9%	9%	.	-29%	-4%	-10	-4%
COc1ccccc1NS(=O)(=O)c1cccc(C(=O)NNC(=O)c2ccc(O)c(Cl)c2)c1	-18%	22%	.	.	22%	-5%	-4%	-4	.
Cc1ccc(NC(=O)CCNC(=O)Nc2ccccc2)cc1S(=O)(=O)N(C)C	-15%	0%	.	.	0%	-22%	-4%	-9	.
COC(=O)c1cc(NC(=O)c2c(F)c(F)c(F)c(F)c2F)cc(C(=O)OC)c1	-25%	14%	11%	0%	-9%	-4%	?	-1	-6%
O=C(Cn1cc(SCc2ccccc2)c2ccccc21)N1CCCCC1	-23%	17%	2%	-10%	.	-11%	?	2	-10%
Cc1cc(Nc2ccc(N3CCC(C)CC3)cc2)n2ncnc2n1	-14%	17%	3%	-12%	0%	7%	-3%	13	-1%
Cc1cc(N2CCOCC2)nc(C(C)C)n1	8%	59%[activator]	7%	-3%	1%	-2%	-3%	-6	0%
Cc1ccc(S(=O)(=O)N2CCN(c3nc(-c4cccs4)nc4ccccc34)CC2)cc1	.	12%&8%&27%	.	.	.	3%&3%&-16%	-5%&-5%	-3&0&2&-5	.
COC(=O)c1ccc(NC(=S)N(Cc2cccnc2)Cc2ccco2)cc1	-1%	22%	3%	-7%	0%	-6%	0%	-4	-7%
CCOc1ccc(Cc2c(Cl)nc(N)nc2Cl)cc1	-13%	15%	2%	-11%	-7%	1%	-4%	-5	-1%
C(=N\Nc1ccccc1)/c1ccc(N2CCOCC2)cc1	-6%	17%	7%	-22%	-2%	-3%	3%	5	-1%
Cc1ccc(-c2nnn(CC(=O)N(Cc3cccs3)C(C(=O)NC(C)(C)C)c3ccc(C)o3)n2)o1 (stereo unspecified)	-12%	19%	1%	-14%	-1%	-11%	2%	-14	2%
Cc1ccccc1-c1nnn(C/C(N)=N/O)n1	-8%	-14%	-20%	-9%	0%	-5%	0%	-5	2%
CN(CCN1CCOCC1)C(=O)CC1C(=O)NCCN1Cc1ccccc1C(F)(F)F (stereo unspecified)	-9%	17%	?	-4%	85%[activator]	9%	-3%	2	2%
CN1CCN(CCCNC(=O)CCc2nnc3n(Cc4ccccc4Cl)c(=O)c4ccccc4n23)CC1	-8%	-12%	-17%	-10%	-15%	11%	-5%	-2	-9%
CCOc1cnn(-c2ccccc2)c(=O)c1Cl	?	?	33%	-1%	16%	-41%	-13%	-5	0%
CC(=O)NC1C(=O)N(CCN2CCOCC2)c2ccc(C)cc21 (stereo unspecified)	25µM*	-14%	?	-9%	?	-10%	3%	-13	-20%
O=C1CCC(C(=O)N2CCN(c3ccc(F)cc3)CC2)CN1CC1CCCCC1 (stereo unspecified)	-17%	-2%	?	-2%	39%	6%	1%	-2	0%
NC(N)=NCCCc1cn(CC(=O)N2CCNCC2)nn1	-7%	-35%	0%	1%	4%	-5%	-3%	-2	-13%
CC(C)(C)NC(=O)C12CC3CC(CC(Cl)(C3)C1)C2	-9%	5%	5%	-11%	1%	-1%	-4%	-2	3%
COc1cccc(CNC(=O)Cn2c(=O)cc(C(F)(F)F)c3c(C)nn(C)c32)c1OC	-19%	0%	2%	-17%	.	0%	-3%	1	2%
COc1ccc(-c2nn3c(-c4ccccc4)nnc3c3ccccc23)cc1	-21%	-14%	14%	-3%	.	-6%[60.1 µM]	0%	0	0%
NNC(=O)/C(=C\c1ccco1)NC(=O)c1ccco1	-9%	?	14%	-6%	27%	-21%	-4%	-12	-3%
Cc1ccc(S(=O)(=O)N(C)C)cc1NC(=O)COC(=O)C1=COCCO1	-2%	24%	.	.	28%	-1%	-3%	-15&-7	.
CC(=O)Nc1ccc(S(=O)(=O)NCC(=O)OCC(=O)NCc2ccco2)cc1	?	?	.	.	-13%	-4%	-5%	-1	.
CCC(=O)N/N=C(\C)CC(=O)Nc1ccc2c(c1)OCCO2	-4%	-4%	-10%	?	3%	-9%	1%	-7	-7%
CCOC(=O)[C@]1(C(NC(=O)OC)c2ccco2)CCCC1=O (stereo partly specified)	.	.	.	-7%[15.3 µM]	?	.	-5%	.	-2%[12.4 µM]
COc1cc(NC(=O)C2COc3ccccc3O2)c(OC)cc1Cl (stereo unspecified)	-25%	-7%	-4%	-6%	-7%	-11%	-6%	4	-3%
Cc1ccc(C(=O)COc2nc(C)nc3ccccc23)cc1	-3%	95%[activator]	7%	-3%	18%	-15%	-2%	-4	-3%
Cc1ccc(C(=O)N(CCc2ccccc2)Cc2ccccc2)cc1S(=O)(=O)N1CCCCC1	-27%	4%	.	.	9%	2%	-2%	-4	.

The list is partial, so the mix of outcomes need not match the whole.
